# AmpC detergent = inhibitors of E. coli AmpC beta-lactamase with detergent. 370,000 tested, 0.041% active. P00811. Potency, µM (titrated, usually from 114 µM), inactives show at the top dose activity change, negative = inhibition, hits mostly inhibitors. AmpC hydrolysis of nitrocefin, absorbance 480 nm, 0.01% Triton;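 note: potency is the fitted concentration of half-maximal effect; 0% = no-compound wells and -100% = no-enzyme wells; nearly all actives have a fitted effect of over 25% in size; some results filed as inactive show a strong effect at the top dose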
# Target sequence (P00811 whole entry, looked up): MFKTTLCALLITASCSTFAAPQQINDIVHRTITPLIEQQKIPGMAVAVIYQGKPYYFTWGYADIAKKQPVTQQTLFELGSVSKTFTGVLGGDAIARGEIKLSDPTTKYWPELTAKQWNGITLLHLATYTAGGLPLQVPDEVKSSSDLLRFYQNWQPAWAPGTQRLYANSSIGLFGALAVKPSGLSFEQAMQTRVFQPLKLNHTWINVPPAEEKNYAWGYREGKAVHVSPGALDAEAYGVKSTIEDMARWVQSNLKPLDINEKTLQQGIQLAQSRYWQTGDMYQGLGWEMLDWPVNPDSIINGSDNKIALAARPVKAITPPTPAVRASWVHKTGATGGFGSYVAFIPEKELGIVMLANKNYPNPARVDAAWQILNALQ
#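 20 mM phosphate pH 7.0 + 0.01% (detergent screen) or 0.0001% Triton X-100; 5.3 nM AmpC reagent; cpd preinc 15 min RT; nitrocefin (800 uM stock) to start; A480 q20 s × 4 min; Activity was normalised to no-enzyme and no-compound control wells.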
# AMA1-RON2 inh = disrupts binding of P. falciparum AMA1 to RON2. Potency, µM (top dose mostly 58.2 µM), for the others: at the highest dose activity change, negative = inhibition, hits mostly inhibitors. AID 720542. 360,000 tested, 0.2% active. AlphaScreen AMA1-biotinylated RON2 peptide binding;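 note: potency is the fitted concentration of half-maximal effect; 0% = vehicle wells and -100% = peptide control; nearly all actives have a fitted effect of over 45% in size; some results filed as inactive show a strong effect at the top dose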
#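 AMA1 (3D7) with his tag at 25 nM final met compounds first, then biotinylated RON2 peptide at 25 nM; detection used donor plus acceptor beads, 10 µg/mL apiece, read by AlphaScreen after 30 min at room temperature.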
# HCMV inh = blocks human cytomegalovirus replication; HFF cells, HCMV-luciferase reporter, 72 h; hits give low values; activity change, negative = inhibition, % at 57.5 µM; 410,000 tested, 4.5% active; in the data active = activity change below about -60%; inconclusive = no clear call, values can overlap the other calls; inactive = above about -39%
#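 Two-dose cell screen: HFF monolayers treated with compounds and infected with luciferase-expressing HCMV at 1 PFU/cell, 72 h at 37C, then lysed for luciferase measurement.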
# Sm TGR block = blocks Schistosoma mansoni thioredoxin glutathione reductase | Q962Y6 | purified TGR, DTNB reduction, TNB absorbance 405 nm | Potency, µM (top dose mostly 114 µM), inactives show at the top dose activity change, negative = inhibition, usual class: inhibitors | 360,000 tested, 3% active | AID 485364; note: potency is the fitted concentration of half-maximal effect; nearly all actives have a fitted effect of over 60% in size
#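 First, TGR (20 nM dispensed) and NADPH were mixed with compound. Second, a 15 min room-temperature incubation followed. Third, further NADPH and then DTNB were added to start the reaction. Finally, TNB absorbance was monitored kinetically.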
# Giardia FBPA inh = blocks Giardia fructose-bisphosphate aldolase activity | AID 2451 | purified Giardia FBPA | 290,000 tested, 0.71% active | A8B2U2 | Potency, µM (highest dose often 59.6 µM), for the others: at the highest dose activity, negative = inhibition, actives largely listed as inhibitors; note: potency is the fitted concentration of half-maximal effect; nearly all actives have a fitted effect of over 55% in size
# Target sequence (A8B2U2 whole entry, looked up): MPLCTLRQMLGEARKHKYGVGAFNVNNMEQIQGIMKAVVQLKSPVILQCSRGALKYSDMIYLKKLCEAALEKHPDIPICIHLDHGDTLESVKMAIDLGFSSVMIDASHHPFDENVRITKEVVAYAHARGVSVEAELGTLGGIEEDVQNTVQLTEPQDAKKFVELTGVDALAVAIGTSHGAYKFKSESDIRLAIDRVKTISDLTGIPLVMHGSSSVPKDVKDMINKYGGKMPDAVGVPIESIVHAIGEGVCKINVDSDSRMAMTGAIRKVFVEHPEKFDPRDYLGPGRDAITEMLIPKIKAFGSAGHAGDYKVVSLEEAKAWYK
#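 40 nM FBPA preincubated 10 min at RT with compound (up to 57.5 uM final), then substrate plus GAPDH/TPI/NAD/arsenate coupling and diaphorase/resazurin added. Fluorescence read after 20 min at RT, 525/598 nm.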
# AmpC no deterg = AmpC beta-lactamase inhibition without detergent; AmpC nitrocefin hydrolysis, absorbance 480 nm, 0.0001% Triton; Potency, µM (highest dose often 57.1 µM), without a hit: at the highest dose activity change, negative = inhibition, hits mostly inhibitors; 330,000 tested, 0.52% active;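 note: potency is the fitted concentration of half-maximal effect; plate controls were no compound for no effect and no enzyme for full effect; nearly all actives have a fitted effect of over 20% in size; some results filed as inactive show a strong effect at the top dose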
#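 20 mM phosphate pH 7.0 + 0.01% (detergent screen) or 0.0001% Triton X-100; 5.3 nM AmpC reagent; cpd preinc 15 min RT; nitrocefin (800 uM stock) to start; A480 q20 s × 4 min; Activity was normalised to no-enzyme and no-compound control wells.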
# Numbers without * were called inactive; ? = inconclusive; / = no result given; [ ] = another dose, or the depositor's remark. Unless noted, calls come from the whole dose curve; as a rule, active = well fitted curve in the direction sought with a large enough effect; inconclusive = small, poorly fitted or top-dose-only effect, or another doubt; inactive = no such curve, though single readings can be large; an effect the other way counts as inactive or inconclusive. Unless noted, % is set by controls: 0 for no effect and ±100 for the full control effect. Random draw from the library; any-hit rate near 7.8%.
compound	AmpC detergent	AMA1-RON2 inh	HCMV inh	Sm TGR block	Giardia FBPA inh	AmpC no deterg
COc1ccc(-c2sc3ccc(N4CCOCC4)cc3c2-c2ccc(OC)c(F)c2)cc1	?	-2.6%	-1.8	-10.3%	-9.4%	-16.5%
O=C1CC(CCC(=O)NC2CC2)c2ccccc2N1 (centres undefined)	-8.5%	-2.1%	-14.0	-12.0%	?	4.7%
CC(C)OCCCN1C(=O)c2[nH]nc(-c3ccccc3O)c2C1c1cccc(Cl)c1 (centres undefined)	0.6%	73.2%[activator]	-14.9	-10.9%	-9.8%	2.6%
C/C=C/C(=O)Nc1cccc(C2=NOC3(C2)C[C@@H](C(N)=O)N(C(=O)c2cc([N+](=O)[O-])cc([N+](=O)[O-])c2)C3)c1 (some centres undefined)	3.3%	-0.9%	-14.2	0.0%	-11.6%	77.1%[activator]
COc1cc(NC(=O)c2cccc([N+](=O)[O-])c2)ccc1NC(=O)c1ccco1	0.8%	-0.8%	-32.0	0.4%	-8.3%	13.2%
CCc1nnc(NC(=O)C2CCCN(C(=O)c3ccc(Cl)cc3)C2)s1 (centres undefined)	-4.8%	7.0%	11.7	-9.3%	/	12.0%
Cc1ccc(-n2ccc(=O)c(C(=O)Nc3ccc(S(=O)(=O)N4CCOCC4)cc3)n2)cc1	-10.8%	6.4%	-16.8	4.5%	4.3%	-13.1%
CCOC(=O)c1c(-c2ccc(OC)c(OC)c2)csc1NC(=O)c1ccc(F)cc1	13.4%	/	5.6	11.3%	/	/
COc1cccc(N2CCN(C(=O)CN3CCSc4ccccc43)CC2)c1	3.1%	/	-8.7	1.6%	/	/
O=C(O)c1ccc(NS(=O)(=O)c2cccc3nsnc23)cc1	-7.4%	-1.5%	33.6	0.4%	9.3%	-25.1%
CCc1ccc([C@@H]2CC=C(C(=O)O)CN2S(=O)(=O)c2ccc(C)cc2)cc1	-0.6%	-6.8%	22.4	-26.4%	/	-18.2%
COC(=O)c1ccccc1NC(=O)C(C)c1ccc([N+](=O)[O-])cc1 (centres undefined)	?	-9.9%	-19.0	11.8%	-3.3%	-18.1%
CCOc1ccccc1NC(=O)CCC(=O)Nc1nnc(C2CCCCC2)s1	0.6%	15.8%	-12.2	0.8%	11.9%	3.5%
CCOC(=O)Cc1csc(SCC(=O)Nc2ccc3[nH]c(=O)[nH]c3c2)n1	4.7%	1.7%	-14.5	-0.3%	/	-4.8%
NS(=O)(=O)c1ccc(CNS(=O)(=O)Cc2ccc(Cl)cc2)cc1	-0.9%	12.0%	31.7	-3.7%	3.6%	-15.4%
CCOc1ccc(-n2c(C)nc3cc(C(=O)NCCC4=CCCCC4)ccc32)cc1	0.2%	/	7.8	3.9%	/	/
Cc1cc(N2CCN(C)CC2)ccc1NC(=O)c1c2c(nc3ccccc13)CCN(Cc1ccccc1)C2	-6.3%	-14.2%	/	-6.7%	1.9%	17.7%
COc1ccc(NC(=O)c2cc(S(=O)(=O)N3CCCCC3)ccc2N2CCCCC2)cn1	-11.6%	5.0%	39.8	0.3%[11.4 µM]	?	30.4%
COc1ccc(-n2c(SCC(=O)NCC3CCCO3)nc3ccccc32)cc1 (centres undefined)	?	12.9%	?	-1.1%	-0.6%	75.1%[activator]
CCCCc1nnc(NC(=O)CN(C)S(=O)(=O)c2ccc(C)cc2)s1	?	7.1%	20.8	-29.1%	/	-18.2%
Cc1ccccc1Cn1c2ccccc2c2cnn(CC(=O)NC(C)CCc3ccccc3)c(=O)c21 (centres undefined)	19.0%	/	-75.2*	-10.1%	/	/
O=C(c1ccco1)N(CCCN1CCOCC1)c1nc(-c2ccc(F)cc2)cs1	-11.6%	-22.1%	22.3	10.7%	1.2%[12.9 µM]	180.7%[activator]
CCOc1ccccc1/C=N/NC(=O)CSc1n[nH]c(=O)[nH]c1=O	0.5%	13.3%	-4.4	9.6%	1.0%	-19.3%
CC(C)(C)c1ccc(C(=O)NCCC(=O)NCc2ccco2)cc1	-9.4%	-4.8%	0.8	-21.9%	-13.8%	-1.0%
Cc1ccccc1NC(=O)c1ccc2nc(Cc3ccccc3)oc2c1	-4.8%	/	-30.5	-0.6%	/	/
C/C=C/c1ccc(OCCCn2cncn2)c(OC)c1	-9.1%	?	14.1	-12.1%	-17.9%	2.7%
O=C(Nc1ccc(Cl)c(S(=O)(=O)N2CCCCC2)c1)c1cnccn1	?	23.7%	-2.7	-1.0%	/	-3.6%
CN1CCN(c2nc3nonc3nc2N2CCN(C)CC2)CC1	-5.0%	-1.2%	1.5	0.0%	-4.2%	-17.7%
c1coc(CNc2ncnc3ccccc23)c1	1.7%	-11.0%	-64.6*	-9.1%	3.8%	-17.2%
Cc1ccc(NC(=O)CN2C(=O)NC3(CCCc4ccccc43)C2=O)c([N+](=O)[O-])c1 (centres undefined)	0.5%	-5.7%	-10.6	-11.0%	/	-9.4%

# (cont.)
compound	AmpC detergent	AMA1-RON2 inh	HCMV inh	Sm TGR block	Giardia FBPA inh	AmpC no deterg
CC(C)CCN(C(=S)NC(=O)C1CCCCC1)c1c(N)n(Cc2ccccc2)c(=O)[nH]c1=O	-8.5%	70.5%[activator]	12.0	-20.2%	-2.7%	1.2%
CCc1ccc(S(=O)(=O)c2cn(C)c3cc(N4CCC(C)CC4)c(F)cc3c2=O)cc1	15.1%	/	10.3	-0.6%	/	/
Cc1ccc(CNS(=O)(=O)c2c(C)[nH]c(C)c2C(=O)N2CCCCC2)o1	-0.4%	-3.8%	-29.2	44.7µM*	8.9%	-2.4%
CCN1C(=O)[C@H]2[C@@H](c3ccc(C)cc3)N3C(=O)N(c4ccc(OC)cc4)C(=O)[C@@]3(Cc3ccccc3)[C@H]2C1=O	0.9%	15.3%	1.2	3.1%	/	81.5%[activator]
Cc1ccc(C)c(NC(=O)CCc2ccc(C)o2)c1	-6.5%	-3.5%	-13.9	-20.5%	0.5%	-4.2%
CC(=O)NC12CC3CC(C1)CC(C(=O)Oc1ccc(N(C)S(=O)(=O)c4cc(C)ccc4C)cc1)(C3)C2	-4.6%	-7.9%	-13.4	1.0%	/	44.8%[activator]
CCc1c(-c2ccccc2)nc2sc3c(c2c1N)CCCC3	-6.9%	-3.0%	-92.0*	10.4%	-11.3%	-28.3%
O=C(NCCc1ccccc1)c1cccs1	?	-7.0%	59.8	1.9%	2.1%	-23.3%
NC(=O)NC(CC(=O)NCCc1ccccn1)c1ccccc1Cl (centres undefined)	2.6%	-15.5%	-29.7	-6.7%	9.7%	-0.8%
CCc1nnc(NC(=O)CCN(c2cc(C)cc(C)c2)S(=O)(=O)c2ccc(Cl)cc2)s1	-4.7%	-6.2%	-19.4	4.2%	2.3%	-10.6%
CC(C)CN(C(=O)COC(=O)CCN1C(=O)c2ccccc2C1=O)C1CCS(=O)(=O)C1 (centres undefined)	2.7%	-10.0%	-2.3	6.4%	12.9%	1.2%
O=C(Nc1ccc(SC(F)F)cc1)C12CCC(CC1)C2	?	10.1%	33.7	0.6%	?	-21.2%
O=C1CN(c2ccc(Br)cc2)C(=O)N1CC(=O)N1CCCc2ccccc21	-14.3%	-5.5%	-34.1	-3.3%	1.4%	-4.7%
CC1CCC(C(=O)NC(C(=O)N2CCN(c3ccccn3)CC2)C(C)C)CC1 (centres undefined)	-12.3%	-0.3%	57.3	3.2%	-2.4%	-6.4%
COc1ccc(Cl)cc1NC(=O)NCC1CCN(C(=O)OC(C)(C)C)CC1	5.7%	-0.9%	17.4	-1.0%	-2.6%	67.7%[activator]
O=C(CSc1nccn1-c1ccc(F)cc1)NCc1ccc(F)cc1	?	-19.0%	15.2	10.0%	3.2%	10.5%
Cc1ccc(NC(=O)CSc2nnc(Cc3ccccc3)o2)c(C)c1	?	3.1%	8.5	-3.0%	2.3%	24.3%
Cc1ccc(-n2c3nc(=O)n(C)c(=O)c-3cc3c(Cl)cccc32)c(C)c1	0.5%	/	1.2	-14.7%	/	/
O=C(c1ccccc1)N1CCN(C(=S)NCCc2ccccc2)CC1	9.7%	5.7%	?	3.8%	1.6%	-1.9%
COc1ccccc1NC(=O)CCN1CCC(C(N)=O)CC1	8.2%	/	3.8	-1.2%	/	/
O=S(=O)(NCCC(c1ccc(F)cc1)c1ccco1)c1ccccc1 (centres undefined)	-2.6%	0.5%	?	?	-2.6%	-19.2%
CSc1ccc(Cl)c(C(=O)Nc2ccc(N3CCOCC3)cc2)c1	-7.1%	-11.5%	4.6	-4.1%	5.2%	-18.0%
CCOC(=O)c1cc(S(=O)(=O)N2CCN(c3ccccc3OC)CC2)[nH]n1	?	/	8.5	0.3%	/	/
O=C(CN1C2=NCCCN2c2ccccc21)c1cccc(Br)c1	-2.3%	3.9%	0.2	-14.0%	1.5%	1.1%
Cc1cccc(N=C2NC(=O)/C(=C/c3cn(C)c4ccccc34)S2)c1	-8.7%	-4.7%[2.32 µM]	-80.0*	-6.4%	-3.3%	-44.2%
CCOC(=O)c1cc(-c2ccccc2)n(CC(=O)NCc2ccc(C)cc2)c1C	-2.7%	/	38.3	2.1%	/	/
Cc1ccc(C(OCC(O)CN2CCCCC2CO)c2ccccc2)cc1 (centres undefined)	-0.8%	-19.0%	-13.1	10.1%	-26.0%	30.8%
CCOc1ccc(N(CC(=O)NCc2ccc(F)cc2)S(=O)(=O)c2c(C)noc2C)cc1	-13.8%	4.5%	-6.8	-23.1%	2.2%	-2.0%
CCOC(=O)c1cn2ccc(C)cc2n1	-10.9%	5.1%	73.9	38.8%[activator]	-5.8%	-12.3%
Cc1c(Cl)cccc1Nc1nn2c(=O)c3ccc(C(=O)NCCC4=CCCCC4)cc3nc2s1	-2.6%	/	-35.4	-14.9%	/	/
O=C(COC(=O)c1cnccn1)Nc1ccc(Cl)cc1C(F)(F)F	-10.6%	-9.7%	-21.3	-7.4%	/	-13.7%
CC(C)[C@H](NC(=O)NC1CCCc2ccccc21)C(=O)O (some centres undefined)	-10.8%	-6.2%	-15.0	0.3%	-0.1%	-19.5%
COC(=O)C1=C(c2cccc(C#N)c2)C[C@@H]2CC[C@H]1N2C(=O)N1CCC(O)CC1	4.2%	0.1%	17.3	-31.0%	/	2.0%

# Ordered by number of heavy atoms (ascending): part of the list above.
compound	AmpC detergent	AMA1-RON2 inh	HCMV inh	Sm TGR block	Giardia FBPA inh	AmpC no deterg
CCOC(=O)c1cn2ccc(C)cc2n1	-10.9%	5.1%	73.9	38.8%[activator]	-5.8%	-12.3%
O=C(c1ccccc1)N1CCN(C(=S)NCCc2ccccc2)CC1	9.7%	5.7%	?	3.8%	1.6%	-1.9%
CCc1nnc(NC(=O)CCN(c2cc(C)cc(C)c2)S(=O)(=O)c2ccc(Cl)cc2)s1	-4.7%	-6.2%	-19.4	4.2%	2.3%	-10.6%

# Screening results as filed in PubChem.
